Compound activity deposited in PubChem BioAssay by National Center for Advancing Translational Sciences (NCATS).
KB-3-1 tox: qHTS assay for MDR1-selective chemotherapeutics: Primary screen using the parental adenocarcinoma cell KB-3-1. KB-3-1 viability, CellTiter-Glo ATP luminescence, 72 h. Potency, µM (top dose mostly 46.1 µM), for the others: at the highest dose activity change, negative = cytotoxic, most hits filed as cytotoxic. 400,000 tested, 1.4% active; note: potency is the fitted concentration of half-maximal effect; % is set by controls: 0 for no effect and ±100 for the full control effect; nearly all actives have a fitted effect of over 60% in size
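KB-3-1 cells, DMEM (no phenol red) + 10% FBS; compound by pin transfer, 72 h, 37 °C. Readout: CellTiter-Glo luminescence after 10 min. Data normalized, curve-fitted.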
DRD3 agonist: qHTS of D3 Dopamine Receptor Agonist: qHTS. D(3) dopamine receptor (Homo sapiens), P35462. D3R DiscoveRx beta-arrestin cells, luminescence, 90 min. max activation, %. 410,000 tested, 0.58% active; in the data active = max activation above about 30%; note: 0% is about no effect; mostly tested at two doses, the higher about 12 µM
Target sequence (P35462 whole entry, looked up): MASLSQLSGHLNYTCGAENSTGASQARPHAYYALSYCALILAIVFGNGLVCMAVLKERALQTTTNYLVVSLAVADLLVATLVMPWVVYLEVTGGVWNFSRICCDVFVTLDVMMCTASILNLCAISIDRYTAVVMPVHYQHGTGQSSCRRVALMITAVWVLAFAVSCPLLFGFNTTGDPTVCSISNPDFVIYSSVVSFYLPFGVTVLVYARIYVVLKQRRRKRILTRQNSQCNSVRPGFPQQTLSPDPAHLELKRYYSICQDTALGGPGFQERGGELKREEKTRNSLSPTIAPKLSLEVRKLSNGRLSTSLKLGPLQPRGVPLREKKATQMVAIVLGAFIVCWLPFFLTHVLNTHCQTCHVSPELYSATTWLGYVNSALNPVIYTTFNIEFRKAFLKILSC
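Cells at 1500/well, incubated overnight, then treated with pinned compounds (dopamine as control) for 90 min at 37 degrees C. DiscoveRx reagent added for 30 - 60 minutes at room temperature; luminescence read.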
MCF10A rerep: A quantitative high throughput screen for small molecules that induce DNA re-replication in MCF 10a normal breast cells | MCF 10A DNA re-replication, Hoechst nuclear intensity, 48 h | Potency, µM (doses to about 46.1 µM), without a hit: at the top dose activity, positive = re-replication, usual class: activators | 350,000 tested, 2.9% active | AID 624296, 2012; note: potency is the fitted concentration of half-maximal effect; % of control where 0% means no effect; nearly all actives have a fitted effect of over 50% in size
HT1080 IDH1KD tx: qHTS for induction of synthetic lethality in tumor cells producing 2HG: qHTS for the HT-1080-IDH1KD cell line. HT-1080 IDH1 knockdown viability, ATP luminescence, 48 h. Potency, µM (top dose mostly 46.1 µM), inactives show at the highest dose activity, negative = toxicity, usual class: cytotoxic. 360,000 tested, 2% active;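 note: potency is the fitted concentration of half-maximal effect; 0% = DMSO wells and -100% = cell-free medium wells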
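CellTiter-Glo luminescence after 48 h compound exposure at 37 degrees C of IDH1-knockdown HT-1080 cells in 5% FBS RPMI. %Activity scaled between DMSO wells and cell-free media wells, with curves fitted and assigned curve classes.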
KB-V1 cytotox: qHTS assay for MDR1-selective chemotherapeutics: Primary screen using the drug-selected MDR subline cells KB-V1. KB-V1 MDR cells viability, CellTiter-Glo, 72 h. Potency, µM (titrated, usually from 46.1 µM), for the others: top-dose activity change, negative = cytotoxicity, actives largely listed as cytotoxic. 400,000 tested, 3.4% active. AID 1347076, 2019; note: potency is the fitted concentration of half-maximal effect; % is set by controls: 0 for no effect and ±100 for the full control effect; nearly all actives have a fitted effect of over 60% in size
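Cytotoxicity via CellTiter-Glo luminescence after 72 h compound exposure at 37 degrees C. Cells: drug-selected KB-V1 line, DMEM phenol-red free plus 10% FBS. Compounds tested at multiple concentrations; normalized data fitted to concentration-effect curves.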
HEK293 tox: qHTS of GLP-1 Receptor Inverse Agonists: Cytotox Screen; HEK293 cAMP-luciferase reporter cells, luminescence, 24 h; Potency, µM (titrated, usually from 38.3 µM), without a hit: top-dose activity change, negative = inhibition, hits mostly inhibitors; 410,000 tested, 0.13% active;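 note: loss of luciferase light is scored as toxicity; potency is the fitted concentration of half-maximal effect; % is set by controls: 0 for no effect and ±100 for the full control effect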
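1536-well qHTS counterscreen of the MLSMR; 200 cells/uL, 12 h pre-incubation, 23 nL cpd, 24 h at 37 deg C 5% CO2, luciferase detection reagent, 12 min RT, luminescence. Inhibition = undesired.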
SW480 rerep: A quantitative high throughput screen for small molecules that induce DNA re-replication in SW480 colon adenocarcinoma cells; 340,000 tested, 1.8% active; SW480 DNA re-replication, Hoechst DNA content imaging, 48 h; Potency, µM (doses to about 46.1 µM), inactives show top-dose re-replication activation, usual class: activators; note: potency is the fitted concentration of half-maximal effect; % of control where 0% means no effect; nearly all actives have a fitted effect of over 55% in size
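Quantitative HTS format with DMSO vehicle controls; 48 hr drug incubation at 37 C, then 40 min Hoechst staining and scanning imager measurement at 405 nm excitation.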
IL1B secr inh: qHTS for Inhibitors of Inflammasome Signaling: IL-1-beta AlphaLISA Primary Screen; AID 743279, 2014; 360,000 tested, 4.7% active; THP-1 LPS/ATP IL-1B secretion, AlphaLISA, 16 h; stronger effect = lower value; activity change, % at 57.5 µM; in the data active = activity change below about -50%; inconclusive = mostly about -30% to -49%; note: % is set by controls: 0 for no effect and ±100 for the full control effect
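Secreted IL-1B measured by AlphaLISA bead assay after 16 h compound exposure of THP-1 cells; compounds (final up to 57.5 uM) added 1 h before LPS (250 ng/mL) and ATP (1.25 mM) stimulation; lower signal means less secretion.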
HT1080NT lethal: qHTS for induction of synthetic lethality in tumor cells producing 2HG: qHTS for the HT-1080-NT fibrosarcoma cell line; HT-1080-NT fibrosarcoma viability, CellTiter-Glo ATP luminescence, 48 h; Potency, µM (titrated, usually from 46.1 µM), for inactives: top-dose activity, negative = less viability, usual class: cytotoxic; 360,000 tested, 1.6% active; AID 686970, 2013;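 note: NT is the 2HG producing partner of a matched IDH1 knockdown line; potency is the fitted concentration of half-maximal effect; 0% = DMSO-treated cells and -100% = media-only wells without cells; nearly all actives have a fitted effect of over 55% in size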
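HT-1080-NT; 750 cells/well; 5% FBS RPMI; 48 h compound, 37 degrees C; CellTiter-Glo luminescence; curve fitting and curve-class assignment.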
An asterisk follows results filed as active; u = inconclusive; x = not tested or not shown; & = joins results of further samples; [ ] = dose if it differs, or a comment. Unless noted, calls come from the whole dose curve; as a rule, active = well fitted curve in the direction sought with a large enough effect; inconclusive = small, poorly fitted or top-dose-only effect, or another doubt; inactive = no such curve, though single readings can be large; an effect the other way counts as inactive or inconclusive.

SMILES	KB-3-1 tox	DRD3 agonist	MCF10A rerep	HT1080 IDH1KD tx	KB-V1 cytotox	HEK293 tox	SW480 rerep	IL1B secr inh	HT1080NT lethal
Clc1cc2nc[nH]c2cc1Cl	10%	37*	0%	-13%	21%	0%	-8%	18	-17%
CCOC(=O)c1c(Nc2ccc(C)c(C)c2)nnc(-c2ccccc2)c1-c1ccccc1	28%	14	x	x	-17%	-9%	x	x	x
CCOc1ccc(N(CC(=O)NC2CCCCC2)C(=O)Cn2nnc(-c3ccc(C)o3)n2)cc1	16%	0	1%	-6%	u	-16%	-1%	3	-3%
COc1ccc(NC(=O)C2(C)Cc3c(-c4ccc(NC(C)=O)cc4)ccnc3O2)cn1 (stereo not drawn)	u	-16	x	u	-17%	-24%	x	u	u
c1coc(CN2CCN(C(c3cccs3)c3nnnn3C3CCCC3)CC2)c1 (stereo not drawn)	-2%	1	13%	0%	-27%	54%[activator]	16%	-30	-2%
O=C(Nc1cccc(Cl)c1)c1ccc2sc([C@H]3C[C@H](O)[C@@H](CO)O3)nc2c1	-2%	-11	x	u	21%	-12%	x	2	-13%
CN(C)c1ccc(-c2csc(C(O)c3cccc(Cl)c3)n2)cc1 (stereo not drawn)	0%	17	x	u	2%	5%	x	-7	-26%
O=S(=O)(c1ccc(Oc2ccc(Br)cc2F)nc1)N1CCCCC1	u	0	20%	-7%	23µM*	-1%	u	-9	0%
Cc1ccc(C(=O)O/N=C/c2c(N3CCOCC3)n(C)c3ccccc23)cc1	u	53*	u	3.5µM*	u	u	u	55	4µM*
Cc1ccc(-c2nnc(SCC(N)=O)n2C)cc1	-26%	15	-8%	-10%	u	12%	8%	-11	18%
CCOc1ccc(-n2c(SCC(=O)Nc3ccccc3OC)nc3c(oc4ccccc43)c2=O)cc1	-1%	7	x	x	4%	2%	x	x	x
CCN(CC(=O)Nc1ccc2c(c1)OCCO2)C(=O)COc1ccc(C)cc1	x	14	-26%	16%	x	-20%	-4%	2	-8%
CC(Nc1ccccc1CO)C(=O)Nc1cccc(Cl)c1Cl (stereo not drawn)	-1%	5	u	-11%	-23%	-17%	u	-2	-21%
CCN(CC)C(=O)C1CCCN(c2ccc([N+](=O)[O-])cc2/C=N/NC(=O)c2ccc([N+](=O)[O-])cc2)C1 (stereo not drawn)	6%	-7	-2%	-5%	5%	2%	6%	-24	-4%
CC[C@@H]1CCCCc2ccccc2[C@@H](C(=O)C[C@@H](O)CC(C)=O)OC1=O	18%	25	-37%[inhibitor]	10%	8%	-1%	-35%[inhibitor]	-8	16%
Cc1ccc(Nc2cc(C)c3c(O)cccc3n2)cc1C	-10%	-5	24%	-25%	1%	-8%	-7%	-9	-26%
O=C(O)CN1C(=O)/C(=C\c2ccccc2OCc2ccccc2)SC1=S	2%	-2	x	7%	0%	8%	x	26	4%
O=C1NC[C@H](Cc2ccccc2)N(CCc2cccc(F)c2)C1=O	16%	-8	3%	9%	u	-26%	3%	5	2%
CCOc1ccc(CCNC(=O)C(CCC(N)=O)NC(=O)OCc2ccccc2)cc1OCC (stereo not drawn)	2%	1	-11%	-1%	1%	-2%	6%	0	3%
CC(C)[C@H](NC(=O)c1ccccc1F)C(=O)OCC(=O)NC(=O)NC1CCCCC1	11%	2	u	-10%	-5%	4%	0%	-6	1%
Cc1ccc(NC(=O)NC2CCCCC2)c(C)c1	0%	-5	-1%	11%	-17%	18%	0%	0	10%
CCN1C(=O)[C@H]2[C@@H](c3ccc(-c4cccc(Cl)c4)c(OC)c3)N[C@@](CC(C)C)(C(=O)OC)[C@H]2C1=O	u	-26	5.8µM*	0%	-19%	-2%	u	-61*	-12%
COc1ccnc(Oc2ccc3ccccc3c2)c1C#N	-17%	-2	-3%	-2%	-28%	-4%	-8%	-15	-5%
O=C1NC(=O)c2cc(NC(=O)C3CCCO3)ccc21 (stereo not drawn)	1%	-6	11%	6%	3%	-8%	-2%	7	-3%
CCOC(=O)c1c(NC(=O)COC(=O)c2ccccn2)sc(C(=O)N(C)C)c1C	-7%	-8	0%	-6%	25%	1%	2%	-1	-4%

Continued, overlapping the part above by 6 compounds.
SMILES	KB-3-1 tox	DRD3 agonist	MCF10A rerep	HT1080 IDH1KD tx	KB-V1 cytotox	HEK293 tox	SW480 rerep	IL1B secr inh	HT1080NT lethal
CC(C)[C@H](NC(=O)c1ccccc1F)C(=O)OCC(=O)NC(=O)NC1CCCCC1	11%	2	u	-10%	-5%	4%	0%	-6	1%
Cc1ccc(NC(=O)NC2CCCCC2)c(C)c1	0%	-5	-1%	11%	-17%	18%	0%	0	10%
CCN1C(=O)[C@H]2[C@@H](c3ccc(-c4cccc(Cl)c4)c(OC)c3)N[C@@](CC(C)C)(C(=O)OC)[C@H]2C1=O	u	-26	5.8µM*	0%	-19%	-2%	u	-61*	-12%
COc1ccnc(Oc2ccc3ccccc3c2)c1C#N	-17%	-2	-3%	-2%	-28%	-4%	-8%	-15	-5%
O=C1NC(=O)c2cc(NC(=O)C3CCCO3)ccc21 (stereo not drawn)	1%	-6	11%	6%	3%	-8%	-2%	7	-3%
CCOC(=O)c1c(NC(=O)COC(=O)c2ccccn2)sc(C(=O)N(C)C)c1C	-7%	-8	0%	-6%	25%	1%	2%	-1	-4%
OCCN1CCN(CC#CCn2c3ccccc3c3ccccc32)CC1	-24%	-2	26%	u	-7%	1%	3%	-4	21µM*
CCCOc1ccc(NC(=O)Cc2ccc(S(=O)(=O)N3CCOCC3)s2)cc1OCCC	-2%	-13	9%	-21%	u	9%	11%	-13	-6%
COc1ccc(-c2csc(NC(=O)c3ccccc3NS(=O)(=O)c3ccc(F)c(F)c3)n2)cc1	5.2µM*	24	13µM*	1.6µM*	4.1µM*	u	u	-68*	u
Cc1n[nH]c(=S)n1/N=C/c1c(O)ccc2ccccc12	u	-6	0%	u	-1%	-24%	-3%	8	-18%
Cc1cc(C)c(NC(=O)Cn2cnc3c(oc4ccccc43)c2=O)c(C)c1	-1%&0%	6&0	-1%	0%	-23%&1%	-2%[7.66 µM]	2%	12	2%
O=C(NCCNC(=O)c1ccc([N+](=O)[O-])cc1)c1ccncc1	3%	-12	0%	8%	0%	-5%	0%	27	11%
CCCCc1cc(=O)oc2cc(C)cc(OCC(=O)N3CCC(C(=O)O)CC3)c12	0%	1	9%	-8%	-23%	3%	-7%	-1	-5%
CC1CN(CCCCOc2ccc(Cl)c3ccccc23)CC(C)O1 (stereo not drawn)	15%	-23	u	u	-19%	-21%	u	u	21µM*
C[C@H](CO)N1C[C@H](C)[C@@H](CN(C)S(=O)(=O)c2ccc(F)cc2)Oc2c(NC(=O)Nc3ccccc3)cccc2C1=O	6%	3	-9%	2%	1%	2%	-13%	-28	2%
CCCC[C@@H](CN[C@H](C)CNC)NCC1CCC(C(C)(C)C)CC1 (stereo partly drawn)	u	-28	u	18µM*	u	u	-8%[9.22 µM]	-67*	u
COc1ccc(C(NC(C)=O)c2c(O)ccc3ccccc23)cc1OC (stereo not drawn)	-9%	2	3%	6%	-9%	-8%	-3%	30	4%
CNC(=O)COC(=O)c1[nH]c(C)c(C(C)=O)c1C	0%	-3	2%	15%	-11%	5%	9%	-5	14%
CC(NC(=O)COC(=O)/C=C/c1ccc2c(c1)OCO2)c1ccccc1 (stereo not drawn)	-8%	1	2%	0%	-7%	10%	-1%	16	-4%
O=C(Nc1ccc([N+](=O)[O-])cn1)c1ccc2c(c1)OCO2	12%	-1	0%	0%	0%	-2%	2%	-2	2%
CC(=O)Nc1ccc(NS(=O)(=O)c2cccc3ccccc23)cc1	3%	12	22%	u	0%	-10%	1%	9	-5%
COc1ccc(C2=NN(c3ccccc3)C(=O)/C2=C\c2ccc(O)c(OC)c2)cc1	2%	6	u	4%	10%	3%	-4%	2	-1%
COc1ccc(NC(=O)CCCC(=O)c2ccccc2)c(OC)c1	-6%	-2	u	-1%	-5%	2%	-14%	7	17%
Cc1ccc(N2CC(C(=O)Nc3c4c(nn3C(C)(C)C)CS(=O)(=O)C4)CC2=O)cc1 (stereo not drawn)	-8%	-1	7%	0%	u	1%	6%	12	-5%

Given with bars between the fields: entries from further up.
Compound | KB-3-1 tox | DRD3 agonist | MCF10A rerep | HT1080 IDH1KD tx | KB-V1 cytotox | HEK293 tox | SW480 rerep | IL1B secr inh | HT1080NT lethal
CC(C)[C@H](NC(=O)c1ccccc1F)C(=O)OCC(=O)NC(=O)NC1CCCCC1 | 11% | 2 | u | -10% | -5% | 4% | 0% | -6 | 1%
Cc1ccc(NC(=O)NC2CCCCC2)c(C)c1 | 0% | -5 | -1% | 11% | -17% | 18% | 0% | 0 | 10%
